E coli WT inh: growth inhibitors of wild type E. coli, primary screen, strain BW25113 wild type, absorbance readout. E. coli BW25113 growth inhibition, OD600. inhibition, % at 10 µM. actives 0.05% (n = 20,000). AID 552, 2006; in the data active = inhibition above about 40%;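 also: bacteria exposed to compound for 20 hours at 37 °C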
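assay system = bacterial strain in a whole-cell growth screen | quantity = inoculum from a 1:1000 dilution of a 1.5 h subculture | buffer or medium = LB broth with 50 µg/mL kanamycin | compound dosing = one dose, 10 µM final | schedule = compound exposure of 20 h at 37 °C | technique = absorbance at 615 nm as a measure of bacterial growth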
An asterisk follows results filed as active. Not all compounds are listed; the hit share may differ from the screen's.

SMILES | E coli WT inh
O=C(NCCc1ccncc1)c1ccccc1F | 3
Cc1nc(C)c2c(c1C(F)(F)F)-c1ccccc1C2(F)F | 8
Cc1nc2ccc(S(=O)(=O)NCC(=O)O)cc2s1 | 6
CCOC(=O)Cn1c(CN2CCOCC2)nc2c1c(=O)[nH]c(=O)n2C | 0
CCn1nnnc1SCC(=O)N1c2ccccc2CCc2ccccc21 | -6
COc1ccc(S(=O)(=O)N2CCC(C(=O)Nc3cccc(C(C)=O)c3)CC2)cc1C | 1
Cc1cc(C)nc(SCC(=O)N2CCC(C(N)=O)CC2)n1 | -19
O=C(CSc1n[nH]c(-c2ccco2)n1)Nc1sc2c(c1C(=O)Nc1ccccc1)CCCC2 | -3
CCCC(CCC)n1[nH]c(=O)c2c(C)cc(C)nc21 | -12
COCCOC(=O)c1c(C)oc2ccc(NS(=O)(=O)c3ccc(F)cc3)cc12 | -3
Cc1cc(=O)oc2c(CN3CCN(C)CC3)c(O)c(Cl)cc12 | -4
Cc1nn(-c2cc(N3CCOCC3)ccc2N)c(=O)c2ccccc12 | -15
O=C(Nc1ccc(S(=O)(=O)NC2CCCCC2)cc1)c1ccc(Br)o1 | -6
CN(C)C(=O)CSc1nnc2sc3ccccc3n12 | -6
CCOc1ccc(C(c2nnnn2Cc2ccccc2)N2CCN(C(=O)c3ccco3)CC2)cc1 (stereo unspecified) | -3
N#CCc1nc(CSc2nc3ccccc3s2)cs1 | -3
CCOC(=O)CSc1nnc(NC(=O)c2cccc(S(=O)(=O)N3CCCCC3)c2)s1 | 0
Cc1ccc(C2/C(=C(\O)c3c(C)nc4ccccn34)C(=O)C(=O)N2CCCN2CCOCC2)o1 (stereo unspecified) | -21
CCOC(=O)N1CCN(C(=O)Cc2ccc(C)cc2)CC1 | -18
O=S(=O)(NCCOC12CC3CC(CC(C3)C1)C2)c1cccc2nsnc12 | -29
COCCN1C(=O)c2ccc(C(=O)Nc3nccs3)cc2C1=O | -20
COc1ccc(C2/C(=C(\O)c3ccc(OC)c(Cl)c3)C(=O)C(=O)N2CCN(C)C)cc1 (stereo unspecified) | -18
CC(C)C[C@H](NC(=O)OC(C)(C)C)c1nnc(SCc2cccc(F)c2)o1 | -11
Fc1ccc(-c2cnc[nH]2)cc1 | -1
Cc1cc(C)nc(/N=C2\NC(=O)CC(C(=O)O)N2c2ccc(Cl)cc2)n1 (stereo unspecified) | 0
Cc1ccccc1-n1c(=O)cc(NCc2ccc3c(c2)OCO3)[nH]c1=O | 3
O=S(=O)(c1ccccc1)c1nc(-c2cccs2)oc1NCCCn1ccnc1 | -10
Cc1ccccc1-n1nc(C)c2cc(C(=O)NCc3cccnc3)sc21 | -4
CN1C(=O)c2ccc(N3CCCC3)cc2C1=O | 6
COC(=O)N1CCN(S(=O)(=O)c2ccc(F)cc2)CC1 | -7
c1ccc(-c2csc(Nc3cccnc3)n2)nc1 | -27
CCOc1ccc(N2C(=O)CC(NCc3ccc(F)cc3)C2=O)cc1 (stereo unspecified) | -3
N#Cc1nc(-c2cccs2)oc1NCc1ccc(Cl)cc1 | 15
COc1cc(C2C(C#N)=C(N)OC3=C2C(=O)CC(C)(C)C3)ccc1OC(=O)N1CCOCC1 (stereo unspecified) | 7
O=C(c1cnn2c(C(F)F)cc(C3CC3)nc12)N1CCOCC1 | -5
CSc1ccccc1NC(=O)c1c(C)noc1C | -23
COC(=O)C1=C(C)NC(=O)C1(Nc1ccc(Cl)cn1)C(F)(F)F (stereo unspecified) | -6
Cc1ccc(S(=O)(=O)N(C)CC(=O)N2CCCc3ccccc32)cc1 | -23
C=CCSc1[nH]c(=O)cc(C)c1C(N)=O | -18
Cc1onc(-c2c(F)cccc2Cl)c1C(=O)NCCc1ccc(S(N)(=O)=O)cc1 | -22
Cc1c(Br)c(C(F)(F)F)nn1CC(=O)NCCN1CCOCC1 | 4
O=C(NC1CCCC1)C(NS(=O)(=O)c1cccc2nsnc12)c1ccccc1 (stereo unspecified) | 8
CC(=O)c1c(C)[nH]c(C(=O)NCc2cccs2)c1C | 19
Cc1cc(Cl)c(S(N)(=O)=O)cc1OCC(N)=O | -8
CCCSc1nc2c(c(=O)[nH]c(=O)n2C)n1C | -15

An excerpt from further up, as a working copy:
SMILES | E coli WT inh
Cc1cc(Cl)c(S(N)(=O)=O)cc1OCC(N)=O | -8
CCCSc1nc2c(c(=O)[nH]c(=O)n2C)n1C | -15

(more compounds)
SMILES | E coli WT inh
CCOc1ccc2[nH]c(C)cc(=O)c2c1 | 2
Cc1c(C(=O)NC(C)CN2CCCCC2)oc2ccccc12 (stereo unspecified) | -15
COc1cc2c3c(c1)/C(=C1/SC(NC(C)=O)=NC1=O)C(=O)N3C(C)(C)C=C2C | 3
Cc1ccccc1N1C(N)=NC(N)=NC1(C)C | -3
COC(=O)c1cc(NC(=O)C2COc3ccccc3O2)ccc1Cl (stereo unspecified) | -19
COC(=O)C1=C(C)Nc2nnnn2C1c1ccco1 (stereo unspecified) | -20
COc1ccc(C(=O)NC(=O)CSc2nnc(-c3ccco3)n2-c2ccccc2)cc1 | -6
CCOCC(=O)Nc1ccccc1C(=O)OCC | -21
COc1cccc(C(=O)Nc2ccccc2N2CCOCC2)c1 | -17
COc1cccc(C(=O)Nc2ccc(NC(=O)C(C)(C)C)cn2)c1 | 8
CCCc1nc2c(nnn2Cc2ccccc2)c(=O)[nH]1 | -21
CCn1c(SCC(=O)NC)nnc1C(C)C | 4
C=CCN1C(=O)C2(C(C#N)=C(N)Oc3n[nH]c(CCC)c32)c2ccccc21 (stereo unspecified) | -3
O=C(Nc1ccc(Cl)cn1)c1ccc(COCC(F)(F)C(F)F)o1 | 7
O=C(COc1ccc2ccccc2c1Br)Nc1ncn[nH]1 | 4
COc1cc2nc(C)sc2cc1SC | 7
CCOC(=O)C(C(=O)N1CCOCC1)C1CCCCC1 (stereo unspecified) | -18
Cc1ccc(S(=O)(=O)NC(=O)c2cc(C)n(CCCn3ccnc3)c2C)cc1 | -4
CC(=O)O[C@H]1C(=O)[C@]2(C)[C@H]([C@H](OC(=O)c3ccccc3)[C@]3(O)C[C@H](OC(=O)[C@H](O)[C@@H](NC(=O)c4ccccc4)c4ccccc4)C(C)=C1C3(C)C)[C@]1(OC(C)=O)CO[C@@H]1C[C@@H]2O | -2
COc1cccc(-c2nn(-c3ccccc3)cc2C(=O)Nc2nccs2)c1 | -20
CCn1c(SCC(=O)Nc2cccc(F)c2)nnc1-c1cc2cc(Br)ccc2o1 | -22
COC(=O)c1cccc(NS(=O)(=O)c2cccs2)c1C | -8
Cc1cc(C(=O)N2CCN(c3ncccn3)CC2)c(C)o1 | -10
COc1ccccc1C(=O)Nc1c2c(nn1-c1cccc(C)c1C)CS(=O)(=O)C2 | -3
O=C(Nc1nonc1NC(=O)C1CCCCC1)C1CCCCC1 | -8
CCOC(=O)N1CCN(Cc2cc(=O)oc3ccc4ccccc4c23)CC1 | 1
Clc1cccc(N2CCN(Cc3nc(-c4ccccc4)no3)CC2)c1 | 10
O=C(CSc1nc(-c2ccco2)cc(C(F)(F)F)n1)N1CCSCC1 | -14
Cc1ccccc1OCc1nc2c3cnn(C)c3ncn2n1 | -10
COc1ccc(C)cc1N(CC(=O)O)S(=O)(=O)c1ccc(C)cc1 | -13

In the list so far, 6 contain a thiophene ring, fused or not:
SMILES | E coli WT inh
O=C(CSc1n[nH]c(-c2ccco2)n1)Nc1sc2c(c1C(=O)Nc1ccccc1)CCCC2 | -3
O=S(=O)(c1ccccc1)c1nc(-c2cccs2)oc1NCCCn1ccnc1 | -10
Cc1ccccc1-n1nc(C)c2cc(C(=O)NCc3cccnc3)sc21 | -4
N#Cc1nc(-c2cccs2)oc1NCc1ccc(Cl)cc1 | 15
CC(=O)c1c(C)[nH]c(C(=O)NCc2cccs2)c1C | 19
COC(=O)c1cccc(NS(=O)(=O)c2cccs2)c1C | -8

Later entries.
SMILES | E coli WT inh
Cc1nn(C)c(C)c1NC(=O)CSc1nnc(C)n1-c1ccccc1 | -10
CCCNC(=O)C1CCN(S(=O)(=O)c2ccc3nc4c(c(C(=O)O)c3c2)CCCCC4)CC1 | 3
Cc1[nH]c(=O)[nH]c(=O)c1NC(=O)c1cccs1 | -19
COc1ccc(C2C3=C(OC(C)=O)c4ccccc4C3=Nc3c2c(=O)n(C)c(=O)n3C)cc1 (stereo unspecified) | 8
Cn1c(SCC(=O)N2c3ccccc3Sc3ccccc32)nnc1-c1ccco1 | -20
CCOC(=O)C(NC(=O)C1CCCN1C(=O)OCc1ccccc1)C(=O)OCC (stereo unspecified) | 10
Cc1ccc(-n2c3c(cc(C(=O)NCCCN4CCOCC4)c2=O)C(=O)CC(C)(C)C3)cc1 | 9
CCC(Sc1nc2sc(C(=O)OC)c(C)c2c(=O)n1N)C(=O)NCC1CCCO1 (stereo unspecified) | -3
O=C(CSc1nnnn1-c1ccccc1)Nc1nsc(-c2ccccc2)n1 | 7
COC(=O)c1ccc(S(=O)(=O)N2CCCC2)o1 | 5
CSc1nnc([C@@H](NC(=O)OC(C)(C)C)C(C)C)o1 | -14
Cn1c(=O)c2c(nc(NCc3ccco3)n2C/C=C/c2ccccc2)n(C)c1=O | 1
O=C(NCc1ccco1)c1cc2sccc2n1Cc1ccccc1 | -3
CCOc1cccc2cc(C(=O)Nc3cc(C)on3)c(=O)oc12 | -18
O=C(NCCCN1CCN(CCCNC(=O)c2ccc(F)cc2)CC1)c1ccc(F)cc1 | -2

The last 6 compounds of the section before are carried over, then new ones follow.
SMILES | E coli WT inh
COC(=O)c1ccc(S(=O)(=O)N2CCCC2)o1 | 5
CSc1nnc([C@@H](NC(=O)OC(C)(C)C)C(C)C)o1 | -14
Cn1c(=O)c2c(nc(NCc3ccco3)n2C/C=C/c2ccccc2)n(C)c1=O | 1
O=C(NCc1ccco1)c1cc2sccc2n1Cc1ccccc1 | -3
CCOc1cccc2cc(C(=O)Nc3cc(C)on3)c(=O)oc12 | -18
O=C(NCCCN1CCN(CCCNC(=O)c2ccc(F)cc2)CC1)c1ccc(F)cc1 | -2
O=C(Nc1ccc(F)cc1)N(CCCN1CCOCC1)Cc1cc2cc3c(cc2[nH]c1=O)OCO3 | -5
Cc1ccc(SCCNC(=O)C(C)C)cc1 | 0
O=c1c(-c2ccc(Br)cc2)coc2c(CN3CCOCC3)c(O)ccc12 | 6
CCCC(=O)Nc1ccccc1NC(=O)CN(C)S(=O)(=O)c1ccccc1 | -14
COc1ccc(OC)c(-n2c(CN3CCC(C(N)=O)CC3)nc3ccccc3c2=O)c1 | -18
C=CCn1c(SCc2nnc(-c3ccccc3)o2)nnc1C(O)c1ccccc1 (stereo unspecified) | -17
O=C(CCN1C(=O)c2ccccc2S1(=O)=O)Nc1nc2c(s1)CCCC2 | -25
O=C1CCCC2=C1C(c1cccs1)n1ncnc1N2 (stereo unspecified) | 0
NCCCNC(=O)c1cc2ccccc2[nH]1 | 4
CC(=O)c1c(N2CCN(Cc3ccc4c(c3)OCO4)CC2)nc(=S)n(-c2ccccc2)c1C | 4
O=C1CCCC(O)=C1C=Nc1ccc2c(c1)oc1ccccc12 | 3
COc1ccccc1NC1=C(C)C(=O)CC1 | -1
CCC(=O)Oc1ccc2c(C)cc(=O)oc2c1C | -2
CCOc1ccc(OCC(=O)Nc2ccc(S(=O)(=O)Nc3cc(C)nc(C)n3)cc2)cc1 | -19
Cc1noc(C)c1C(=O)NCCc1ccc(Cl)cc1 | -11
COc1ccccc1N1C(=O)c2ccccc2NC1c1ccncc1 (stereo unspecified) | 6
c1ccc(Cn2c(SCCN3CCOCC3)nnc2-c2cccnc2)cc1 | -22
CC(C)[C@H](NC(=O)OC(C)(C)C)c1nnc(SCc2cccc(F)c2)o1 | -7
CS(=O)(=O)Nc1ccccc1C(=O)c1ccccc1 | -24
CCOC(=O)c1cccc(NC(=O)CCn2nnc3ccccc32)c1 | -1
COc1ccccc1N1CCN(C(=O)c2ccc3nc(-c4ccco4)c(-c4ccco4)nc3c2)CC1 | 16
CCC(=O)N1CCN(c2ccc(Cl)cc2NC(=O)c2ccc(Br)o2)CC1 | -11
O=C(NC1CCCC1)C1C2C=CC(C2)C1C(=O)N1CCOCC1 (stereo unspecified) | -20
Nc1ccc(Sc2nnnn2-c2ccccc2)c(Cl)c1 | -8
COCc1nnc(NC(=O)CCCCCN2C(=O)c3ccccc3C2=O)s1 | -5
O=C(O)C1C2CCC(O2)C1C(=O)Nc1cccc(F)c1 (stereo unspecified) | -2
CCOC(=O)Cc1csc(NC(=O)c2ccc(Br)s2)n1 | -16
COc1cc(Cl)cc(C#N)c1OCC(=O)O | -20
COc1ccc(C(=O)N2CCOCC2)cc1Br | -8
O=C(O)c1cc(-c2ccc3c(c2)OCO3)nc2ccccc12 | -2
COC(=O)CSc1nsc(SCC(=O)OC)c1C#N | -13
O=C(Cn1ccc2ccccc2c1=O)NCCC(=O)NC1CCN(Cc2ccccc2)CC1 | 11
CC1CCc2nc(NC(=O)CN3CCOCC3)sc2C1 (stereo unspecified) | -21
CCC(CC)COC(=O)C(C#N)c1nc2ccccc2nc1N1CCOCC1 (stereo unspecified) | -9
CCC1CCCN1Cn1cnc2c([nH]c3ccc(OC)cc32)c1=O (stereo unspecified) | -1
O=C(O)C1CCCN1C(=O)Nc1ccccc1 (stereo unspecified) | 6
CN1CCN(c2nc(-c3ccncc3)nc3ccccc23)CC1 | -6
Cc1nnc(NCc2n[nH]c(=O)c3ccccc23)c2ccccc12 | -1

Copied from the list:
Result for Cc1nnc(NCc2n[nH]c(=O)c3ccccc23)c2ccccc12 under E coli WT inh: -1
Result for CCC(CC)COC(=O)C(C#N)c1nc2ccccc2nc1N1CCOCC1 (stereo unspecified) under E coli WT inh: -9
Result for COC(=O)CSc1nsc(SCC(=O)OC)c1C#N under E coli WT inh: -13
Result for CCC1CCCN1Cn1cnc2c([nH]c3ccc(OC)cc32)c1=O (stereo unspecified) under E coli WT inh: -1
Result for O=C(O)C1CCCN1C(=O)Nc1ccccc1 (stereo unspecified) under E coli WT inh: 6
Result for CC1CCc2nc(NC(=O)CN3CCOCC3)sc2C1 (stereo unspecified) under E coli WT inh: -21

High-throughput results as filed in PubChem.
